BRCA1 expr act – activators of BRCA1 expression | AID 624202 | 1.1% of 380,000 active | Potency, µM (doses to about 46.1 µM), for inactives: top-dose activation, hits mostly activators | MCF7-BRCA1-FFLuc reporter, luminescence, 48 h; response scale: scaled: vehicle 0%, 10 µM genistein 100%; also: potency is read from the fitted curve at half-maximal effect; nearly all actives have a fitted effect of over 80% in size; some results filed as inactive show a strong effect at the top dose
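Using MCF7 cells harboring a BRCA1 firefly luciferase reporter, plated 2 h before compound pinning, the screen measured luminescence after 48 h incubation. Responses were normalized to DMSO and 10 microM genistein, then fitted for concentration-effect.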
B2AR arrestin – agonists driving beta-arrestin recruitment to human beta2-adrenergic receptor. beta-arrestin recruitment to beta2AR, cell-based reporter. Potency, µM (doses to about 46.1 µM), for the others: top-dose activation, actives largely listed as activators. 0.02% of 330,000 active;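 also: potency is read from the fitted curve at half-maximal effect; 0% = DMSO controls and full agonism = EC100 isoproterenol or metaproterenol; nearly all actives have a fitted effect of over 65% in size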
Target sequence (P07550 whole entry, looked up): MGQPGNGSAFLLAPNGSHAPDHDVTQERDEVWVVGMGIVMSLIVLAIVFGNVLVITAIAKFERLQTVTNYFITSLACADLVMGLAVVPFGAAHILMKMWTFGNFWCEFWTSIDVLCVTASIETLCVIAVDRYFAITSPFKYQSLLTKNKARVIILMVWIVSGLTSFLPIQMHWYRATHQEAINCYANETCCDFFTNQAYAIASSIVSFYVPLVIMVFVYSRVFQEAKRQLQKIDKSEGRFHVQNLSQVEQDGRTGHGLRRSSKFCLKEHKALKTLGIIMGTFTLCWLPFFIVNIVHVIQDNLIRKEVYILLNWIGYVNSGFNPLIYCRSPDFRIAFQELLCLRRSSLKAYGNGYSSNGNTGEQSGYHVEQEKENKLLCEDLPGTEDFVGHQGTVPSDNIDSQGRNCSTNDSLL
MLL CXXC-DNA inh – MLL CXXC-DNA interaction inhibition; AID 2662; Q03164; Potency, µM (highest dose often 115 µM), for inactives: at the highest dose activity change, negative = inhibition, actives largely listed as inhibitors; 0.037% of 290,000 active; MLL-CXXC / FITC-HOXA9 DNA fluorescence polarization; active = well fitted inhibition curve with a large enough effect in the polarisation, with a control signal flat, not every such curve was filed as active; inconclusive = small, poorly fitted or top-dose-only effect, or effect the other way, or a change in a side signal; inactive = no such curve, though single readings can be large or run the other way; the % refers to the polarisation; also: potency is read from the fitted curve at half-maximal effect
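Steps: dispense CXXC domain solution (7 uM) → pin compounds or unlabeled HOX-A9 DNA control → 5 min ambient → add FLSN-HOX-A9 solution (50 nM) → spin → 30 min ambient → fluorescence polarization. Tris pH 7.5/NaCl/DTT/BSA buffer.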
AT treatment – potential ataxia-telangiectasia treatment. […] A-T fibroblasts, KAP-1 phosphorylation AlphaLISA; neocarzinostatin DNA damage 30 min before lysis. Potency, µM (series often up to 57.5 µM), for inactives: at the top dose activation, most hits filed as activators. 0.19% of 320,000 active. AID 485349; also: potency is read from the fitted curve at half-maximal effect; % of control where 0% means no effect; nearly all actives have a fitted effect of over 45% in size
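ATM-like activity read as KAP-1 phosphorylation via AlphaLISA donor/acceptor antibody pairs after lysis and 6 hr at 25C. Cells were ATM-null patient fibroblasts ([…], hTERT), dosed 60 min, then exposed to the DSB inducer NCS for 30 min.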
TRPV1 ag – activates the human vanilloid receptor TRPV1; TRPV1-expressing cells, Fluo-8 calcium influx, agonist mode; 0.19% of 320,000 active; activation, % at 8.33 µM; in the data active = activation above about 80%; inconclusive = between about 30% and that limit; also: 0% is about no effect
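Cells expressing TRPV1 were dye-loaded with Fluo-8 and read kinetically: 10 s baseline, 3 min after compound (agonist portion), then 2 min after EC20 capsaicin (allosteric enhancer portion). Calcium-bound dye fluorescence at 480/520 nm.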
a7 integrin act – activators of alpha7 integrin expression for muscular dystrophy | alpha7betagal myoblasts, beta-gal FDG fluorescence, 48 h | Potency, µM (highest dose often 38.3 µM), for inactives: at the top dose activation, hits mostly activators | 0.064% of 350,000 active | AID 624291;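 also: potency is read from the fitted curve at half-maximal effect; 100% = response of the positive control SU9516; nearly all actives have a fitted effect of over 60% in size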
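alpha7betagal+/- myoblasts (passage 13, 250/well) treated 48 h at 37C with compounds at 1:260 dilution of DMSO stock. Lysed, then beta-galactosidase activity read as FDG fluorescence (ex 480/em 540) after 30 min, with pre-read for autofluorescence.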
TSG101-PTAP inh – blocks PTAP/TSG101 interaction to inhibit HIV-1 budding | Fluorescence polarization, FITC-PTAP peptide / Tsg101 binding | Potency, µM (titrated, usually from 115 µM), inactives show at the highest dose activity change, negative = inhibition, most hits filed as inhibitors | 340,000 tested, under 10 active; active = well fitted inhibition curve with a large enough effect in the main read-out, with a control signal flat, not every such curve was filed as active; inconclusive = small, poorly fitted or top-dose-only effect, or effect the other way, or a change in a side signal; inactive = no such curve, though single readings can be large or run the other way; also: potency is read from the fitted curve at half-maximal effect; % of control where 0% means no effect
Target sequence (Q99816 whole entry, looked up): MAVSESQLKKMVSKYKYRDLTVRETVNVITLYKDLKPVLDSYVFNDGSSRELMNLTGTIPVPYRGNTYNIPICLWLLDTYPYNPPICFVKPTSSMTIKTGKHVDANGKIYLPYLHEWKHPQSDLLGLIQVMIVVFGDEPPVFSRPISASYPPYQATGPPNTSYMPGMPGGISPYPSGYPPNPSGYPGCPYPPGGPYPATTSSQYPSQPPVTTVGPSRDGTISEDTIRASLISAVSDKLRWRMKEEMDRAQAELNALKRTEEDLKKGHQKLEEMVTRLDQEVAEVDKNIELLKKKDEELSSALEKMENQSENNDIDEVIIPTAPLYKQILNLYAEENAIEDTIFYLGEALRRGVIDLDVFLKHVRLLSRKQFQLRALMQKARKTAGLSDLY
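Tsg101 binding domain (10 uM final) was mixed with compound and a FITC-labeled PTAP peptide (50 nM final) in HEPES pH 7.5 buffer with NaCl, Tween 20, EDTA and TCEP; fluorescence polarization was read after 20 min at r.t.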
ELG1 repair inh – blocks ELG1-dependent DNA repair in HEK293T cells | HEK293T ELG1-luciferase reporter, luminescence, 16 h; DNA damage induced by 5-fluorouridine | 2.3% of 330,000 active | Potency, µM (doses to about 46.1 µM), without a hit: top-dose activity change, negative = inhibition, most hits filed as inhibitors; also: potency is read from the fitted curve at half-maximal effect; % is scaled to controls: 0 for no effect and ±100 for the full control effect; nearly all actives have a fitted effect of over 55% in size
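Overnight (16 hr) co-exposure of 2,000 cells/well to 5-fluorouridine and compound at 37 °C preceded detection. Luciferase was quantified via ONE-Glo luminescence; loss of signal denotes inhibition.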
p53 reactivator – mutant p53 re-activation in reporter cells; 0.063% of 320,000 active; Potency, µM (highest dose often 92.2 µM), without a hit: top-dose activity change, positive = activation, usual class: activators; H1299 p53-A138V BP100-luciferase reporter, luminescence, 24 h; also: potency is read from the fitted curve at half-maximal effect; % of control where 0% means no effect; nearly all actives have a fitted effect of over 45% in size
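H1299 (p53-null), stable ts p53-A138V + BP100-Luc; 1000 cells/well, Opti-MEM/10% FBS; cpd 4 pt, 1:5; 24 h, 37 deg C, 5% CO2; detection reagent 10 min RT; luminescence.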
TCR act – activates T cell receptor signaling. primary human leukocytes, anti-CD3, IL-2 HTRF, 48 h. Potency, µM (series often up to 9.22 µM), for inactives: at the top dose activation of IL-2 secretion, hits mostly activators. 330,000 tested, under 10 active; also: % of control where 0% means no effect
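HTRF read-out of IL-2 secretion: europium cryptate donor excited at 320nm, d2 acceptor emission at 665nm. Cells were primary human leukocytes incubated 48 hr with compounds and a-CD3 beads, supplying TCR signal only.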
An asterisk follows results filed as active; ? = inconclusive; . = not tested or not shown; [ ] = dose if it differs, or a comment. Unless noted, calls follow the shape of the dose curve; as a rule, active = well fitted curve in the direction sought with a large enough effect; inconclusive = small, poorly fitted or top-dose-only effect, or another doubt; inactive = no such curve, though single readings can be large; an effect the other way counts as inactive or inconclusive.

SMILES	BRCA1 expr act	B2AR arrestin	MLL CXXC-DNA inh	AT treatment	TRPV1 ag	a7 integrin act	TSG101-PTAP inh	ELG1 repair inh	p53 reactivator	TCR act
CC12CCC(C(=O)NCc3ccccc3Cl)(CC1=O)C2(C)C (stereo unspecified)	-4%	-0.3%	5%	0%	1	0%	-3%	-1%	16%	5%
CCCNCC1C(Oc2ccc(Cl)cc2Cl)C(=O)N1c1cccc(C)c1C (stereo unspecified)	-75%	0.1%	0%	-1%	7	-59%[inhibitor]	-3%	?	1%	-1%
O=C(NCC1CC1)NC(=O)c1c(F)cccc1Cl	41%	-0.4%	-6%	-2%	0	8%	-3%	?	6%	1%
N#C/C(=C(/O)CN1CCOCC1)c1nc2ccccc2s1	16%	-0.2%	21%	-2%	2	23%	-2%	22%	27%	-5%
O=C(CNC(=O)/C(=C\c1ccccc1)NC(=O)c1ccc(Br)cc1)OCc1ccccc1	-41%	-0.9%	12%	-9%	-3	7%	-2%	4%	-3%	1%
CCc1cccc(CC)c1NC(=O)CCCSc1nc2ccccc2s1	-45%	-0.3%	10%	5%	8	13%	0%	?	-11%	-1%[46.1 µM]
N#Cc1cccc(C(c2nnnn2C2CCCC2)N2CCC(Cc3ccccc3)CC2)c1 (stereo unspecified)	-25%	0.8%	2%	3%	-1	6%	-2%	-5%	-12%	6%[46.1 µM]
Cc1cc(=O)oc2cc(OCC(=O)c3ccccc3)ccc12	38%	-1.1%	-13%	7%	-2	2%	-2%	24%	7%	.
CC(C)NC(=O)CSc1nc2ccccc2c(=O)n1CCCOC(C)C	-7%	0.1%	5%	3%	7	-28%	-7%	-2%	-31%[inhibitor]	5%
CCc1ccc(NC(=O)Nc2cccs2)cc1	?	-0.3%	0%	-1%	?	0%	-1%	?	?	-19%
Cc1nnc(SCC(=O)N2CCN(C(=O)c3ccco3)CC2)n1C	-8%	-0.3%	.	4%	-2	25%	0%	5%	28%	6%
CCOC(=O)CC[C@H](NC(=O)Cn1cnc2c(SC)nc(N)nc21)C(=O)OCC	7%	0.7%	.	10%	.	-24%	-4%	10%	22%	-6%
CCc1ccc(NC(=S)Nc2cccc(OC)c2)cc1	74%	-0.3%	8%	-4%	4	10%	-7%	?	6%	-6%
CCOc1ccc(N(C(=O)c2snc(C(N)=O)c2N)C(C(=O)NCC2CCCO2)c2ccco2)cc1 (stereo unspecified)	-45%	-0.2%	0%	-7%	1	-2%	0%	-3%	-11%	-4%
CC1CCCCC1NC(=O)C1CCC(CNS(=O)(=O)c2ccccc2)CC1 (stereo unspecified)	-25%	0.6%	4%	-3%	2	-3%	1%	?	-2%	2%
CC(=O)Nc1c(C(=O)N2CCOCC2)sc2nc3c(cc12)COC(C)(C)C3	-1%	-1.1%	-4%	-6%	0	0%	-9%	-4%	-5%	1%
CCN(CC(=O)NCc1ccc(Cl)cc1)C(=O)c1cc(S(=O)(=O)N2CCOCC2)ccc1C	-24%	-0.9%	.	-3%	.	-27%	-3%	-17%	-3%	5%
O=C(Nc1ccnn1C1CCN(CCCC2CCCC2)CC1)c1ccccc1Cl	-55%	0.2%	11%	-3%	2	-39%	-5%	-10%	7%	-5%
COc1cccc(-c2nn(-c3ccccc3)cc2/C=C(\C#N)C(=O)NCCCn2ccnc2)c1	-11%	0.2%	22%	-1%	?	-42%	-5%	?	9%	2%[46.1 µM]
O=C(Nc1ccnn1C1CCN(Cc2ccccn2)CC1)c1cccc(F)c1	7%	0.2%	-1%	7%	0	-25%	-5%	18%	5%	0%
O=C(NCc1ccccc1)c1ccccc1	29%	.	.	.	.	1%	1%	.	.	0%
CC(CCc1ccccc1)NC(=O)CSc1ccccc1 (stereo unspecified)	12%	-0.4%	3%	3%	14	11%	-2%	-2%	7%	-11%[46.1 µM]
CCOC(=O)CC(=O)Nc1ccccc1C(=O)O	26%	0.2%	5%	6%	-5	1%	-1%	?	0%	1%
CCC(C)N1CCN(C(=O)C2CCN(S(=O)(=O)c3c(C)noc3/C=C/c3ccco3)CC2)CC1 (stereo unspecified)	-22%	0.5%	3%	-6%	9	-59%[inhibitor]	-5%	?	6%	4%
Cc1ccc2occ(C(=O)c3ccco3)c(=O)c2c1	47%	-0.3%	-4%	-1%	-1	-15%	-4%	?	11%	8%
CC(=O)Nc1ccc(S(=O)(=O)Nc2ccccn2)cc1	13%	-2.0%	1%	-7%	1	16%	-3%	7%	0%	-5%
Cc1cccc(-n2nnc(C(=O)NCc3ccccc3Cl)c2N)c1	0%	-0.1%	9%	-3%	13	14%	1%	-16%	-1%	0%
CN1CCN(CC(=O)Nc2cccc(S(=O)(=O)N(C)c3ccccc3)c2)CC1	26%	-0.9%	.	2%	1	-22%	-1%	0%	2%	-3%
COc1cccc(NC(=O)C2C(c3ccccc3)C2(Cl)Cl)c1 (stereo unspecified)	-12%	-1.1%	-7%	12%	?	?	-10%	-25%	?	2%
O=C(Cc1ccc([N+](=O)[O-])cc1)N1N=C(C2CC2)CC1(O)C(F)(F)F (stereo unspecified)	-11%	-0.2%	11%	3%	1	-3%	-3%	-2%	1%	-4%
CC(=O)c1ccc(N2C(=NC(=O)C3CCCO3)SC3CS(=O)(=O)CC32)cc1 (stereo unspecified)	-2%	-0.2%	10%	2%	-1	-21%	0%	8%	-6%	2%
O=C(COc1ccccc1)OCC(=O)c1ccc(S(=O)(=O)N2CCCCC2)cc1	2%	-0.3%	.	7%	1	24%	5%	-1%	2%	.
COc1ccc([C@H]2CC(=O)C=C(c3cc4ccccc4s3)C2)cc1OC	-7%	-0.6%	.	4%	9	7%	-2%	?	9%	12%
O=C(COC(=O)CN1C(=O)NC2(CCCC2)C1=O)Nc1ccccc1C(F)(F)F	-11%	-0.6%	.	-7%	9	30%	4%	2%	-7%	-23%
C=C(C)C(C)(C#CCN1CCCC1)OC(C)=O (stereo unspecified)	5%	0.1%	12%	1%	-2	17%[7.66 µM]	-4%	12%	4%	3%
Cc1cccnc1CCNC(=O)c1ccc(OC2CCN(Cc3ccccn3)CC2)cc1	-55%	-0.6%	-23%	3%	-4	-16%	-8%	?	-20%	5%
C[C@@H]1CN=C2N(CCNC(=O)CCC3CCCCC3)[C@H](Cc3ccc(O)cc3)CN21	0%	-1.0%	11%	4%	0	-18%	0%	?	-2%	12%

Ordered by SMILES length (ascending): part of the list above
SMILES	BRCA1 expr act	B2AR arrestin	MLL CXXC-DNA inh	AT treatment	TRPV1 ag	a7 integrin act	TSG101-PTAP inh	ELG1 repair inh	p53 reactivator	TCR act
CCc1ccc(NC(=O)Nc2cccs2)cc1	?	-0.3%	0%	-1%	?	0%	-1%	?	?	-19%
C=C(C)C(C)(C#CCN1CCCC1)OC(C)=O (stereo unspecified)	5%	0.1%	12%	1%	-2	17%[7.66 µM]	-4%	12%	4%	3%
O=C(NCC1CC1)NC(=O)c1c(F)cccc1Cl	41%	-0.4%	-6%	-2%	0	8%	-3%	?	6%	1%
Cc1ccc2occ(C(=O)c3ccco3)c(=O)c2c1	47%	-0.3%	-4%	-1%	-1	-15%	-4%	?	11%	8%
Cc1cc(=O)oc2cc(OCC(=O)c3ccccc3)ccc12	38%	-1.1%	-13%	7%	-2	2%	-2%	24%	7%	.
CCc1cccc(CC)c1NC(=O)CCCSc1nc2ccccc2s1	-45%	-0.3%	10%	5%	8	13%	0%	?	-11%	-1%[46.1 µM]
CC12CCC(C(=O)NCc3ccccc3Cl)(CC1=O)C2(C)C (stereo unspecified)	-4%	-0.3%	5%	0%	1	0%	-3%	-1%	16%	5%
CC(C)NC(=O)CSc1nc2ccccc2c(=O)n1CCCOC(C)C	-7%	0.1%	5%	3%	7	-28%	-7%	-2%	-31%[inhibitor]	5%
CC1CCCCC1NC(=O)C1CCC(CNS(=O)(=O)c2ccccc2)CC1 (stereo unspecified)	-25%	0.6%	4%	-3%	2	-3%	1%	?	-2%	2%
O=C(COc1ccccc1)OCC(=O)c1ccc(S(=O)(=O)N2CCCCC2)cc1	2%	-0.3%	.	7%	1	24%	5%	-1%	2%	.
CC(=O)c1ccc(N2C(=NC(=O)C3CCCO3)SC3CS(=O)(=O)CC32)cc1 (stereo unspecified)	-2%	-0.2%	10%	2%	-1	-21%	0%	8%	-6%	2%
